Compound activity (PubChem BioAssay)
FBPA Giardia inh: inhibitors of Giardia lamblia fructose-1,6-bisphosphate aldolase. A8B2U2. 290,000 tested, 0.71% active. purified Giardia FBPA. AID 2451. Potency, µM (titrated, usually from 59.6 µM), without a hit: at the top dose activity, negative = inhibition, hits mostly inhibitors; also: potency is read from the fitted curve at half-maximal effect; nearly all actives have a fitted effect of over 55% in size
Target sequence (A8B2U2 whole entry, looked up): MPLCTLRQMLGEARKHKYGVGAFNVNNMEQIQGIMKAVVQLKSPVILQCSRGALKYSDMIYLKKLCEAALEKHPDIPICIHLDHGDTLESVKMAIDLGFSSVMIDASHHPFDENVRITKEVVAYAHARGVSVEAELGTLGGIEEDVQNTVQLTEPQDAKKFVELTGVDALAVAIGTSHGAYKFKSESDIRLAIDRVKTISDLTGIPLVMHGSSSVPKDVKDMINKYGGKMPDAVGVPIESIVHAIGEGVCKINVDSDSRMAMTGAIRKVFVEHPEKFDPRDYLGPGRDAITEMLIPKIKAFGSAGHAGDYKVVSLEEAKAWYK
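Giardia FBPA (40 nM reagent) was preincubated 10 min at RT with compound (up to 57.5 uM final), then substrate plus GAPDH/TPI/NAD/arsenate coupling system with diaphorase/resazurin was added; resorufin fluorescence (525/598 nm) was read after 20 min.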
Sm TGR inh: S. mansoni TGR enzyme inhibition. Potency, µM (titrated, usually from 114 µM), inactives show at the top dose activity change, negative = inhibition, most hits filed as inhibitors. AID 485364. Q962Y6. purified TGR, DTNB reduction, TNB absorbance 405 nm. 360,000 tested, 3% active; also: potency is read from the fitted curve at half-maximal effect; nearly all actives have a fitted effect of over 60% in size
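Kinetic colorimetric format: TGR-catalysed, NADPH-driven DTNB reduction monitored via TNB absorbance. Enzyme dispensed at 20 nM; compound exposure 15 min at room temperature before reaction start.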
AmpC inh detg: AmpC beta-lactamase inhibition with detergent present | 370,000 tested, 0.041% active | AmpC hydrolysis of nitrocefin, absorbance 480 nm, 0.01% Triton | P00811 | AID 485294 | Potency, µM (highest dose often 114 µM), for inactives: at the highest dose activity change, negative = inhibition, usual class: inhibitors;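 also: potency is read from the fitted curve at half-maximal effect; 0% = no-compound wells and -100% = no-enzyme wells; nearly all actives have a fitted effect of over 25% in size; some results filed as inactive show a strong effect at the top dose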
Target sequence (P00811 whole entry, looked up): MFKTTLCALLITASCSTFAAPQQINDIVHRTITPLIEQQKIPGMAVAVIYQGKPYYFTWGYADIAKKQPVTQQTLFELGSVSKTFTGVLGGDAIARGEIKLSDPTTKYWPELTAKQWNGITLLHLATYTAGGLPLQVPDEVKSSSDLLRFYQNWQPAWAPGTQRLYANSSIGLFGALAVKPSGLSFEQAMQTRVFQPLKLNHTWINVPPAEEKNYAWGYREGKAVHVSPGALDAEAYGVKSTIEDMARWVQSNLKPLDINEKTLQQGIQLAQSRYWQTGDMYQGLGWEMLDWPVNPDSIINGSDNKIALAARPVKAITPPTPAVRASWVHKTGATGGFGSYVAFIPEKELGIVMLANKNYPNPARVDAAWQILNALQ
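AmpC (5.3 nM in the dispensed reagent) in 20 mM phosphate pH 7.0 with 0.01% (detergent screen) or 0.0001% Triton X-100 was preincubated with compounds for 15 min at room temperature. Nitrocefin was then added from an 800 uM solution, and hydrolysis was followed at 480 nm.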
HCMV antiviral: inhibitors of human cytomegalovirus; HFF cells, HCMV-luciferase reporter, 72 h; hits give low values; AID 1259415; activity change, negative = inhibition, % at 57.5 µM; 410,000 tested, 4.5% active; in the data active = activity change below about -60%; inconclusive = no clear call, values can overlap the other calls; inactive = above about -39%
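HFF cells seeded 16 h at 37C, treated with compounds, infected with luciferase-reporter HCMV at MOI 1 PFU/cell; luciferase read at 72 h post infection, normalized to buffer-only and Salinomycin controls.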
AmpC no deterg: blocks E. coli AmpC beta-lactamase in detergent-free assay; P00811; AmpC nitrocefin hydrolysis, absorbance 480 nm, 0.0001% Triton; Potency, µM (series often up to 57.1 µM), for inactives: at the highest dose activity change, negative = inhibition, most hits filed as inhibitors; 330,000 tested, 0.52% active; AID 485341;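 also: potency is read from the fitted curve at half-maximal effect; plate controls were no compound for no effect and no enzyme for full effect; nearly all actives have a fitted effect of over 20% in size; some results filed as inactive show a strong effect at the top dose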
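20 mM phosphate pH 7.0 + 0.01% (detergent screen) or 0.0001% Triton X-100; 5.3 nM AmpC reagent; cpd preinc 15 min RT; nitrocefin (800 uM stock) to start; A480 q20 s × 4 min; Activity was normalised to no-enzyme and no-compound control wells.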
HCV inhibitor: inhibitors of hepatitis C virus infection; Huh7.5.1 HCVcc-Cre infection, luciferase reporter, 44 h; Potency, µM (series often up to 41.8 µM), for the others: top-dose activity change, negative = inhibition, most hits filed as inhibitors; 340,000 tested, 3.4% active; AID 651820; also: potency is read from the fitted curve at half-maximal effect
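Infectious HCVcc-Cre (~0.5 moi) was added to cells just after compound, with cells seeded 4 h earlier at 1,000 per well. Luciferase activity after 44 h culture reported infection; substrate was incubated 15 min at room temperature before reading.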
Starred values were filed as active, the others as inactive; ? = inconclusive; . = no result given; & = joins results of further samples; [ ] = another dose, or the depositor's remark. Unless noted, calls follow the shape of the dose curve; as a rule, active = well fitted curve in the direction sought with a large enough effect; inconclusive = small, poorly fitted or top-dose-only effect, or another doubt; inactive = no such curve, though single readings can be large; an effect the other way counts as inactive or inconclusive. Unless noted, % is scaled to controls: 0 for no effect and ±100 for the full control effect.

SMILES,FBPA Giardia inh,Sm TGR inh,AmpC inh detg,HCMV antiviral,AmpC no deterg,HCV inhibitor
Cc1oc2c(cc(NS(=O)(=O)c3ccc(F)cc3)c3ccccc32)c1C(=O)O,-19%,30%,-11%,-16,24%,29%
CC(=O)c1c(C)oc2ccc(NS(=O)(=O)c3ccc(C(=O)O)cc3)cc12,9%,-2%,1%,-16,-26%,4%
Cc1cc(C)c(NC(=S)N2CCN(c3ccc([N+](=O)[O-])cn3)CC2)cc1C,5%,0%,-12%,-15,-15%,-28%
C=CCSC1=N/C(=C\c2cccnc2)C(=O)N1c1ccc(OC)cc1,-1%,-13%,-9%,-18,0%,?
CCc1ccc(S(=O)(=O)c2nnn3c2nc(N2CCOCC2)c2ccccc23)cc1,8%,-23%,?,0,-19%,?
CCc1ccccc1NC(=O)N1CCc2cc(OC)c(OC)cc2C1CC(=O)OC (configuration not stated),.,1%,-4%,-5,.,.
N#Cc1c(Nc2ccccc2)c(/C=N/N=C/c2ccccc2)c[nH]c1=O,5%,-4%,-7%,-17,-36%,?
Cc1csc(SC(C)C(=O)NCc2ccc3c(c2)OCO3)n1 (configuration not stated),3%,-6%,3%,-1,-15%,0%
CCC(C(=O)NCCc1ccc(OC)c(OC)c1)n1nc(C)n2c(cc3occc32)c1=O (configuration not stated),.,-4%,1%,12,-1%,3%
CCOC(=O)N1CCC(NC(=O)c2ccc(NC(=O)C3CCCO3)cc2)CC1 (configuration not stated),10%,11%,-3%,31,3%,8%
NC12CC3CC(C1)CC(CC(=O)O)(C3)C2,10%,-1%,3%,-22,-8%,26%
CSCCC(=O)N1CCCC(N2CCN(c3cccc(C(F)(F)F)c3)CC2)C1 (configuration not stated),1%,-7%,-12%,13,103%[activator],10%
Cc1ccc(CCN2C(=O)c3ccc(C(=O)O)cc3C2=O)cc1,27%,0%,?,.,-8%,.
CC1(C)CC[C@]2(C(=O)O[C@@H]3O[C@H](CO)[C@@H](O)[C@H](O)[C@H]3O)CC[C@]3(C)C(=CCC4[C@@]5(C)CC[C@H](O[C@@H]6O[C@H](C(=O)O)[C@@H](O[C@H]7OC[C@@H](O)[C@@H](O)[C@@H]7O)[C@H](O)[C@H]6O)C(C)(C)C5CC[C@]43C)[C@@H]2C1 (some centres not stated),.,.,.,28,257%[activator],7%
Cc1ccc(C(=O)N/N=C/c2ccc(-c3ccc(Br)cc3[N+](=O)[O-])o2)o1,.,50µM*,4%,15,-36%,?
COc1cccc(-c2csc3nnc(SCC(=O)NCc4cccs4)n23)c1,-1%,0%,?,14,-22%,-6%
CCOc1ccc(-c2nnn(CC(=O)Nc3cccc(OC)c3)n2)cc1OCC,-9%,7%,3%,27,11%,?
CCCN(CCC)C(=O)c1cn(C)c2ccc(S(=O)(=O)N3CCCC3)cc2c1=O,.,3%,-6%,-27,16%,?
Cc1cc(C)n2nc(SCC(=O)Nc3ccccc3C)nc2n1,.,1%&7%,0%&-3%,6&-6,0%,3%
C=CC[n+]1c(-c2ccc(C)cc2)csc1NNC(=O)Nc1ccccc1,-3%,2%,3%,-69*,-31%,5.6µM*
CNC(=O)C(=O)NCC1OCCN1S(=O)(=O)c1ccc(C)cc1 (configuration not stated),.,-6%,1%,-34,3%,.
Nc1nnn(CC(=O)N/N=C/c2cccc3ccccc23)n1,-11%,1%,?,?,-23%,29%
Cc1scc(C(=O)N/N=C/c2ccsc2)c1C,-13%,4%,3%,68,-6%,11%
CC1Cc2cc(-c3csc(N)n3)ccc2O1 (configuration not stated),3%,9%,?,51,-33%,-15%
Cc1nc(CC(=O)O)c(-c2ccccc2)s1,6%,0%,-10%,-1,-11%,9%
Cn1c(C(=O)N2CCC(C(=O)NCCc3ccc(S(N)(=O)=O)cc3)CC2)cc2sccc21,.,23%,16%,2,.,.
O=[N+]([O-])c1cccc(-c2nnc(-c3ccccc3)o2)c1,1%,.,5%,207,-21%,-23%
CC12CCC(C(=O)N(CC(O)CN3CCN(Cc4ccccc4)CC3)C1=O)C2(C)C (configuration not stated),-8%,-9%,-9%,24,1%,2%
CCCCC[n+]1ccn(-c2nc3ccccc3nc2[N-]S(=O)(=O)c2ccc(C)cc2)c1,.,-2%,-1%,26,-1%,-16%
COc1ccc(C2c3ccc4ccccc4c3Oc3ncn4nc(Cc5ccccc5)nc4c32)cc1OC (configuration not stated),-1%,-2%,-6%,-7,-21%,20%
Cc1ccc(C2C3=C(NCCN=C3c3ccccc3)C(=O)N2c2ccccc2)cc1 (configuration not stated),4%,?,?,-24,33%,?
CC(C)c1ccc(Oc2cccc(C(=O)/C(C#N)=C/N(C)C)c2)cc1,16%,2%,1%,-22,-16%,10%
CC(=O)c1c(C)[nH]c(C(=O)OCc2ccccc2F)c1C,-1%,0%,?,?,-18%[11.4 µM],18µM*
Cc1ccccc1CN1CCNC(=O)C1CC(=O)NC1CCCCCCC1 (configuration not stated),7%,?,3%,28,125%[activator],4%
CN(C)c1ccc(CNC(=O)C2CCN(S(=O)(=O)c3ccc4c(ccn4C)c3)CC2)cc1,.,2%,-1%,2,.,.
CN(CC(=O)Nc1ccc(F)cc1)C(=O)CNC(=O)C1CCCCC1,.,7%,-2%,18,-3%,3%
CCOC(=O)Cn1c(=O)oc2cc(S(=O)(=O)N(C)c3ccc(OC)cc3)ccc21,3%,23%,5%,-15,19%,15%
Cc1ccc(C(=O)C(C)OC(=O)CCS(=O)(=O)c2ccc(C)cc2)cc1 (configuration not stated),.,10%,4%,-14,-3%,6%
C[C@H](CO)N1C[C@H](C)[C@@H](CN(C)C(=O)NC2CCCCC2)Oc2ccc(NC(=O)C3CCCCC3)cc2C1=O,.,.,.,3,187%[activator],39%[activator]
O=C(CSc1cn(CCNC(=O)c2ccccc2F)c2ccccc12)Nc1ccc(F)cc1,.,-4%,-4%,-8,.,.
NC(=O)CC(NC(=O)c1ccccc1)c1ccc(NCCc2cccc(F)c2)c([N+](=O)[O-])c1 (configuration not stated),-3%,8%,2%,-11,-22%,?
O=C(Cc1ccc(NS(=O)(=O)c2ccc(F)cc2)cc1)NCc1cccnc1,-12%,-19%,-9%,-31,-6%,0%
CCCN1CNC(=S)N(c2ccccc2OCC)C1,-5%,-14%,-6%,-6,-19%,10%
Cc1[nH]nc2c1C(c1cccs1)C1=C(CC(C)(C)CC1=O)N2 (configuration not stated),0%,9%,-3%,23,-30%,20%
O=C(NCc1ccccc1Br)c1ccc(-n2cnc3cccnc32)cc1,.,-12%,-11%,0,.,.
CC1(C)Cc2c(sc(/N=C/N3CCOCC3)c2C#N)C(C)(C)N1,14%,0%,?,-8,-5%,9%
CCOC(=O)c1ccc(CN(Cc2ccc(OC)cc2)S(=O)(=O)c2cccc(C(F)(F)F)c2)cc1,.,2%,-3%,-1,.,.
O=C(N/N=C\c1ccncc1)c1ccc(Br)s1,-1%,4%,2%,24,-21%,?
CCOC(=O)C1CCN(C(=O)Nc2ccccc2Cl)CC1,1%,0%,?,1,-9%,14%
Cc1cccc2c1-c1sc(C(=O)N3CCN(c4ccccc4)CC3)cc1CO2,.,5%,19%,8,.,.
O=C(NCCNC(=O)c1cccs1)c1ccco1,2%,-21%,1%,63,0%,9%
CN(C)S(=O)(=O)c1cccc(-c2nnc(SCc3cc(Cl)cc4c3OCOC4)n2N)c1,-18%,-24%,?,-5,-34%,?
CCOCCOCCC(C(=O)O)P(=O)(c1ccccc1)c1ccccc1 (configuration not stated),6%,3%,?,21,-12%,4%
N#CCCC1CCCC=C1N(Cc1ccccc1)C(=O)C(Cl)Cl (configuration not stated),4%,1%,3%,8,-12%,13%
O=C(O)c1c[nH]c(=O)c2ccccc12,-5%,0%,4%,-27,-13%,12%
O=C(c1cc2cc([N+](=O)[O-])ccc2oc1=O)N1CCOCC1,3%,?,-1%,7,-19%,6%
CC(=O)Nc1nnc(SCC(=O)c2ccc3c(c2)Cc2ccccc2-3)s1,2%,-5%,-6%,-37,-35%,1%
Cc1cccc2cc(CN(Cc3nnnn3C3CCCCC3)C3CCCC3)c3nnnn3c12,-2%,1%,1%,-33,-21%,?
CCOC(=O)C(O)(c1ccc(N(CC)C(=O)COc2ccccc2)cc1)C(F)(F)F (configuration not stated),6%,-1%,?,30,22%,4%
COc1ccc(C(CNC(=O)c2cccc(S(=O)(=O)N3CCCCC3)c2)N2CCCC2)cc1 (configuration not stated),.,-6%,-9%,-27,31%,?

Looked up by compound from the entries so far:
SMILES,FBPA Giardia inh,Sm TGR inh,AmpC inh detg,HCMV antiviral,AmpC no deterg,HCV inhibitor
O=C(Cc1ccc(NS(=O)(=O)c2ccc(F)cc2)cc1)NCc1cccnc1,-12%,-19%,-9%,-31,-6%,0%
COc1ccc(C(CNC(=O)c2cccc(S(=O)(=O)N3CCCCC3)c2)N2CCCC2)cc1 (configuration not stated),.,-6%,-9%,-27,31%,?
CCOC(=O)C1CCN(C(=O)Nc2ccccc2Cl)CC1,1%,0%,?,1,-9%,14%
CC(=O)Nc1nnc(SCC(=O)c2ccc3c(c2)Cc2ccccc2-3)s1,2%,-5%,-6%,-37,-35%,1%
O=C(O)c1c[nH]c(=O)c2ccccc12,-5%,0%,4%,-27,-13%,12%

Next records:
SMILES,FBPA Giardia inh,Sm TGR inh,AmpC inh detg,HCMV antiviral,AmpC no deterg,HCV inhibitor
CC1CCN(C(=O)Cn2ncc3c4ccccc4n(C)c3c2=O)CC1,-1%,-2%,6%,-9,25%,-6%
C/C(CC(=O)Nc1cccc(C(F)(F)F)c1)=N\NC(=O)c1cnccn1,-5%,-27%,8%,-1,42%,15%
C=C1CCC2[C@](C)(CO)[C@H](O)CC[C@@]2(C)[C@@H]1/C=C/C1=CCOC1=O (some centres not stated),.,?,-5%,-17,-5%,?
CCCCN1C(=O)CC(N2CCOCC2)C1=O (configuration not stated),3%,-14%,4%,-8,-16%,28%
COc1ccc(C2C(C#N)=C(N)Oc3cc(N)ccc32)cc1OC (configuration not stated),-12%,-1%,0%,27,-19%,-15%
COc1cccc(NC(=O)CN(C)C(=O)CCNC(=O)c2ccccc2Cl)c1,.,-2%,5%,-30,-10%,16%
CCOC(=O)N1CCN(C(=O)c2csc3c2CCCCC3)CC1,-4%,0%,-6%,-32,25%,-1%
S=c1ccc2ccccc2[nH]1,0%,-2%,2%,11,-13%,9%
Cc1ccc(-c2onc3ccc(Cl)cc23)cc1,-1%,2%,-2%,-22,-13%,?
O=C(Nc1ccccc1F)NC1CCCCCCC1,-7%,-11%,7%,92,-30%,-17%
